High-throughput results from PubChem BioAssay.
HepG2 viability = counter-screen for TGF-b inhibitors: cytotoxicity in HepG2 cells; HepG2 CAGA-GFP viability, ATP luminescence, 18 h; hit rate 0.76% among 410,000; AID 588856; Potency, µM (series often up to 46.1 µM), inactives show top-dose activity change, negative = cytotoxicity, actives largely listed as cytotoxic; note: some results filed as inactive show a strong effect at the top dose
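HepG2 CAGA-GFP cells (1000/well, DMEM with 1% FBS) received compound, then TGF-beta at 500 pg/mL final, and were incubated 18 hours at 37 degrees C. Viability was read by CellTiter-Glo luminescence. Media-only wells were set as complete cell-killing and DMSO as no toxicity.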
ATXN viability = reduces viability in counter-screen for ATXN expression inhibitors. S2 cells (HEK-293 line with an ATXN2-luciferase reporter) viability, CellTiter-Fluor protease fluorescence, 24 h. hit rate 0.49% among 400,000. Potency, µM (series often up to 56.7 µM), hits mostly cytotoxic. AID 651635; note: nearly all actives have a fitted effect of over 40% in size
MCF10A rerep = induces DNA re-replication in MCF 10a normal breast cells | MCF 10A DNA re-replication, Hoechst nuclear intensity, 48 h | Potency, µM (series often up to 46.1 µM), for the others: at the top dose activity, positive = re-replication, usual class: activators | hit rate 2.9% among 350,000 | AID 624296; note: % of control where 0% means no effect; nearly all actives have a fitted effect of over 50% in size
Nrf2 inh = blocks Nrf2 signaling; A549 ARE-Fluc reporter, luciferase luminescence, 18-24 h; Potency, µM (series often up to 46 µM), for inactives: at the top dose activity change, negative = inhibition, most hits filed as inhibitors; hit rate 2.1% among 360,000; AID 504444; note: % is set by controls: 0 for no effect and ±100 for the full control effect; nearly all actives have a fitted effect of over 60% in size
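Reporter: ARE-Fluc in A549. Exposure: 18-24 h, 37 °C, 5% CO2, 5% FBS OPTI-MEM. Readouts: fluorescent cytotoxicity (CellTiter-Fluor), then luminescent Nrf2 signal after BugLite.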
Nrf2 activator = Nrf2 pathway activation. AREc32 ARE-luciferase reporter (MCF7-derived line), luminescence, 24 h. Potency, µM (titrated, usually from 46.1 µM), inactives show at the highest dose activation, hits mostly activators. hit rate 0.31% among 410,000. AID 624171; note: % of control where 0% means no effect; nearly all actives have a fitted effect of over 65% in size
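For detection, Steady-Glo was added and plates sat 30 min at RT; before that, AREc32_Fluc cells grown overnight in OPTI-MEM/5% FBS had been treated with 23 nL compound for 24 hr at 37 deg C.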
ATXN2 expr inh = reduces ATXN2 reporter expression in HEK-293 cells. HEK-293 ATXN2-luciferase reporter, luminescence, 24 h. Potency, µM (doses to about 57 µM), inactives show top-dose activity change, negative = inhibition, actives largely listed as inhibitors. hit rate 0.72% among 360,000. AID 1745845; note: % is set by controls: 0 for no effect and ±100 for the full control effect; nearly all actives have a fitted effect of over 55% in size
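qHTS (up to 57 uM final) was run with 24 h compound exposure of reporter cells at 37 °C. Each well was multiplexed: SteadyGlo luminescence measured ATXN2-luciferase expression after a fluorogenic Gly-Phe-AFC viability readout (25 uM final).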
TGFb inhibitor = inhibitors of TGF-b signaling. Potency, µM (titrated, usually from 46.1 µM), inactives show at the top dose activity, negative = inhibition, most hits filed as inhibitors. hit rate 1.2% among 410,000. HepG2 CAGA-GFP TGF-b/SMAD3 reporter, GFP fluorescence, 18 h; TGF-beta stimulated, 500 pg/mL final; note: % is set by controls: 0 for no effect and ±100 for the full control effect; nearly all actives have a fitted effect of over 65% in size
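Smad-responsive CAGA-GFP expression was quantified in HEPG2 cells exposed to compounds and 500 pg/mL final TGF-beta for 18 h at 37 degrees C; unstimulated wells defined full inhibition.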
A549 viability = kills or reduces viability of A549 cells in Nrf2 counter-screen; A549 ARE-Fluc cells, CellTiter-Fluor viability, 18-24 h; Potency, µM (doses to about 46 µM), for inactives: at the highest dose activity change, negative = cytotoxicity, actives largely listed as inhibitors; hit rate 0.16% among 390,000; AID 504648; note: % is set by controls: 0 for no effect and ±100 for the full control effect
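A549 ARE_Fluc cells in 5% FBS OPTI-MEM were exposed to compounds in concentration-response for 18-24 h at 37 deg C. Viability was read by CellTiter-Fluor fluorescence (Ex 405/Em 525) after 30 min, before the luciferase read.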
EPAC2 antag = antagonists of human EPAC2; Q8WZA2; EPAC2 GEF exchange of Rap1B-BODIPY-GDP, fluorescence; Potency, µM (series often up to 114 µM), for the others: top-dose activity, negative = inhibition, hits mostly inhibitors; hit rate 0.18% among 360,000; AID 720708; note: % is set by controls: 0 for no effect and ±100 for the full control effect; nearly all actives have a fitted effect of over 45% in size; many of its hits are not listed in these tables
Target sequence (Q8WZA2 whole entry, looked up): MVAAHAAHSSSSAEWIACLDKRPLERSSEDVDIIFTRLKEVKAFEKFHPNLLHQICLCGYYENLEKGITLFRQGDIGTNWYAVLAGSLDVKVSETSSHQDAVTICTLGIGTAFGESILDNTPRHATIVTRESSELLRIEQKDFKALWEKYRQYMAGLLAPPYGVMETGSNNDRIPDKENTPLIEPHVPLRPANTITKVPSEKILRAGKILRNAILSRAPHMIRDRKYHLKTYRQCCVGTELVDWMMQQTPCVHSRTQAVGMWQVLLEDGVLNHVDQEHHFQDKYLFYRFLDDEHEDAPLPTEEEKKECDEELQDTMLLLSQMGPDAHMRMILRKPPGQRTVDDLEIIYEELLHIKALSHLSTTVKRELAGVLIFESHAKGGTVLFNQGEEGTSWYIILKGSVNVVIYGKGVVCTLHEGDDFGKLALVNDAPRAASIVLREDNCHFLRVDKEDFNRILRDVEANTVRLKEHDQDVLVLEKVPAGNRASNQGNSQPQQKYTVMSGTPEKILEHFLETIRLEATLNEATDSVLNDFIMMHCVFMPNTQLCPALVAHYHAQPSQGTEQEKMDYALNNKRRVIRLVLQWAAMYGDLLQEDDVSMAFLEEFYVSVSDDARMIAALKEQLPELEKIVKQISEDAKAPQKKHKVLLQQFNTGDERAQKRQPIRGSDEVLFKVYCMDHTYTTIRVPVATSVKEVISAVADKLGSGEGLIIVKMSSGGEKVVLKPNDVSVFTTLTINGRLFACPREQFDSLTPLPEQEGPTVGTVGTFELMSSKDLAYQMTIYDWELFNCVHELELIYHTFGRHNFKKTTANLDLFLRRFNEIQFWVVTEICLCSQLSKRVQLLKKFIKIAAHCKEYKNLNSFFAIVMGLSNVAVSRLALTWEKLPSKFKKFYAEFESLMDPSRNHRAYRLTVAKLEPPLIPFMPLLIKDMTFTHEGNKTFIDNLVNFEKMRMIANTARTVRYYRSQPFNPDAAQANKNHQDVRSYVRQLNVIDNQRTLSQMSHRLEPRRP
Starred values were filed as active, the others as inactive; i = inactive; ? = inconclusive; nt = no result given; [ ] = another dose, or the depositor's remark. Calls come from the whole dose curve; as a rule, active = well fitted curve in the direction sought with a large enough effect; inconclusive = small, poorly fitted or top-dose-only effect, or another doubt; inactive = no such curve, though single readings can be large; an effect the other way counts as inactive or inconclusive. Potency is the fitted concentration of half-maximal effect.

Sample of the layout, three compounds:
SMILES | HepG2 viability | ATXN viability | MCF10A rerep | Nrf2 inh | Nrf2 activator | ATXN2 expr inh | TGFb inhibitor | A549 viability | EPAC2 antag
COc1ccc(NC(=O)c2ccc3[nH]c(C)c(C)c3c2)c(OC)c1 | -5% | i | 18% | 8% | 4.0% | 13% | 0% | -11% | -4%
S=C(NC1CCCCC1)N1CCn2cccc2C1c1cccnc1 (centres undefined) | -6% | i | 8% | 0% | 3.1% | nt | -4% | 0% | -6%
Cc1ccccc1N1C(=O)CC(N2CCN(C(=O)c3ccco3)CC2)C1=O (centres undefined) | 10% | i | 2% | 3% | 0.4% | 2% | 2% | 0% | -1%

The whole of this part, repeating the preview:
SMILES | HepG2 viability | ATXN viability | MCF10A rerep | Nrf2 inh | Nrf2 activator | ATXN2 expr inh | TGFb inhibitor | A549 viability | EPAC2 antag
COc1ccc(NC(=O)c2ccc3[nH]c(C)c(C)c3c2)c(OC)c1 | -5% | i | 18% | 8% | 4.0% | 13% | 0% | -11% | -4%
S=C(NC1CCCCC1)N1CCn2cccc2C1c1cccnc1 (centres undefined) | -6% | i | 8% | 0% | 3.1% | nt | -4% | 0% | -6%
Cc1ccccc1N1C(=O)CC(N2CCN(C(=O)c3ccco3)CC2)C1=O (centres undefined) | 10% | i | 2% | 3% | 0.4% | 2% | 2% | 0% | -1%
O=C(CCc1nnc(C2(c3ccc(Cl)cc3)CCC2)o1)N1CCCC(O)C1 (centres undefined) | 4% | i | -1% | 11% | -0.7% | 9% | 1% | -2% | -5%
O=C(NC1CCCCC1)c1ccc(CSc2nc3ccncc3n2Cc2ccccc2)cc1 | -39% | ? | nt | ? | 6.8% | -11% | ? | -1% | nt
COC(=O)c1ccc(C(=O)OC)c(NC(=S)N2CCCC(C)C2)c1 (centres undefined) | 10% | i | -91%[inhibitor] | 9% | 1.5% | 0% | 13% | 1% | 24%
C/C(CC(=O)Nc1ccc(N(C)C)cc1)=N\NC(=O)c1ccc(Cl)cc1 | -7% | i | -3% | 7% | 0.3% | 3% | 2% | 1% | 15%
COc1cc(NC(=O)Cc2nn(C)c(=O)c3ccccc23)cc(OC)c1 | 1% | i | 3% | nt | 0.2% | -6% | ? | -8% | 17%
O=C(Nc1cccc(-n2cnnn2)c1)c1cc2ccccc2o1 | 13% | i | -26% | 10% | -0.2% | 1% | 17% | 6% | 2%
Cc1nonc1CN(C)C(=O)c1cc(COc2ccc(F)cc2Cl)on1 | -14% | i | 4% | 22% | 2.3% | 1% | 2% | 21% | 8%
N#Cc1nc(-c2cccc3ccccc23)oc1N | 8% | i | ? | ? | 11% | 26% | 3% | -7% | -1%
C=CCn1c(CCCOc2ccc(Cl)cc2Cl)n[nH]c1=S | -4% | i | ? | -7% | 0.3% | 4% | -3% | -1% | 1%

The closing 2 records of the part before come first, to join the parts:
SMILES | HepG2 viability | ATXN viability | MCF10A rerep | Nrf2 inh | Nrf2 activator | ATXN2 expr inh | TGFb inhibitor | A549 viability | EPAC2 antag
N#Cc1nc(-c2cccc3ccccc23)oc1N | 8% | i | ? | ? | 11% | 26% | 3% | -7% | -1%
C=CCn1c(CCCOc2ccc(Cl)cc2Cl)n[nH]c1=S | -4% | i | ? | -7% | 0.3% | 4% | -3% | -1% | 1%
COC(=O)c1ccc(CSc2nc(C)nc3c2c(=O)n(C)c(=O)n3C)o1 | 5% | i | -4% | ? | 1.9% | 6% | 5% | -2% | -5%
CN(C(=O)CCc1ccccc1F)C1CCCN(Cc2ccccc2F)C1 (centres undefined) | 1% | i | ? | -8% | -0.6% | 4% | ? | 13% | -4%
CC(=O)Nc1ccc(S(=O)(=O)NNC(=S)NCc2ccco2)cc1 | 22% | i | ? | ? | 0.2% | 17% | 9% | 13% | 11%
Cc1cc2oc(C(=O)NCc3ccccc3)cc(=O)c2cc1C | -2% | i | 14% | -2% | -0.4% | -21% | -1% | 6% | 5%
CC1CCc2c(sc(NC(=O)c3cccs3)c2C(=O)O)C1 (centres undefined) | -16% | i | ? | ? | -0.2% | -6% | 0% | ? | 6%
CCCc1ccc(OC(C)C(=O)Nc2sc3c(c2C(=O)OC)CCCCC3)cc1 (centres undefined) | 1% | nt | nt | -14% | 0.5% | nt | 0% | -1% | nt
Cc1csc(N2CCCC2=O)n1 | -4% | i | 4% | 9% | 0.3% | 1% | 15% | 12% | -8%
CC1(C)CN(CCc2ccccc2)C(=O)[C@H]1CC(=O)Nc1ccc(Br)cc1 | -24% | i | nt | nt | -0.6% | -9% | 0% | nt | 9%
CC(C)Oc1ccc(C2NC(=O)c3ccccc3O2)cc1 (centres undefined) | -1% | i | -1% | -13% | 1.7% | -10% | -3% | -5% | -9%
COc1cc(C#Cc2c(-c3cncn3C)n(C)c3ccc(-c4ccc(OC)c(OC)c4)cc23)cc(OC)c1 | -17% | i | -1% | ? | -1.1% | ? | -23% | 0% | 3%
O=C(COc1ncnc2c(Cl)cc(Cl)cc12)Nc1cc([N+](=O)[O-])ccc1Cl | -21% | i | 3% | -16% | -0.7% | -16% | 17% | -2% | -3%
COc1cc(OC)c(S(=O)(=O)Nc2ccccc2N2CCOCC2)cc1NC(C)=O | -8% | i | -1% | ? | -0.9% | 16% | 11% | -1% | -1%
COc1ccccc1C(=O)NC(CCSC)C(=O)NCC(c1cccs1)N1CCOCC1 (centres undefined) | -7% | i | 0% | 11% | 0.3% | -1% | -28% | 1% | 17%
CCCCNC(=O)C1CCN(S(=O)(=O)c2ccc3c(c2)CC(C)N3C(=O)C2CC2)CC1 (centres undefined) | -2% | i | -1% | -26% | -0.5% | 2% | 3% | -8% | 9%
CCOC(=O)CSc1nc(=O)n2cccc(C)c2n1 | -36% | i | -4% | 4% | 0.5% | -1% | -21% | 1% | -4%
CCOC(=O)Cc1c(C)nc2cc(-c3ccc(C(C)(C)C)cc3)nn2c1C | 0% | i | nt | 3% | 4.5% | 5% | 2% | -2% | nt
CC(C)NC(=O)c1ccc2c(=O)n(Cc3ccco3)c(=S)[nH]c2c1 | -2% | i | -3% | 0% | -0.6% | 2% | 12% | 4% | 4%
COc1ccccc1C(=O)NCCC(=O)NCC1CCCO1 (centres undefined) | 10% | i | 1% | -3% | 0.2% | nt | 0% | 6% | 8%
O=C(CSc1nnc(-c2ccc(O)cc2)n1Cc1ccco1)N1CCc2ccccc2C1 | -21% | i | 4% | ? | 0.4% | 8% | 2% | nt | -2%
Nn1c(SCC(=O)NCCc2ccc(S(N)(=O)=O)cc2)nnc1C1CCCCC1 | 6% | i | 3% | 5% | 0.0% | 4% | 7% | 0% | -12%
O=C(NCCCN1CCN(Cc2ccccc2)CC1)C1CCN(S(=O)(=O)N2CCCC2)CC1 | -17% | i | ? | 2% | 0.2% | -13% | ? | 11% | -2%
Cc1ccccc1OCCCCCCN1CCNCC1 | -1% | i | 15% | 0% | 2.0% | 12% | -3% | 1% | 3%
CC(NC(=O)c1cccc(OC2CCN(C3CCN(C)CC3)CC2)c1)c1ccccc1 (centres undefined) | -16% | i | -8% | -19% | 3.1% | nt | -5% | -12% | 4%
CCc1cccc(NS(=O)(=O)c2c(C)nc3scc(C)n3c2=O)c1 | -21% | i | -3% | ? | -1.0% | -10% | -18% | 0% | -26%
CCCNC(=O)CCn1nc(-c2ccc(Cl)cc2)c2ccccc2c1=O | -29% | i | -1% | -14% | 0.2% | -24% | ? | 0% | -15%
COc1cccc2c(=O)c(C(=O)NCc3cccs3)c[nH]c12 | -3% | i | 16% | ? | 5.1% | 47%[activator] | 14% | -20% | -14%
O=C(O)c1cccc(-c2nc3ccccc3[nH]2)c1 | -17% | i | -1% | -9% | -2.7% | 14µM* | -8% | 10% | -10%
CN(C)S(=O)(=O)c1cccc(-n2sc3ccccc3c2=O)c1 | -42% | ? | ? | -4% | ? | -35% | ? | 0% | 9%
CC(=O)Nc1ccc(N=NC2C(=O)N(C(N)=S)N=C2C)cc1 (centres undefined) | -48% | ? | -11% | ? | 6.5% | -1% | 3% | ? | -14%
CC12CCC(C(=O)N3CCCCCC3)(OC1=O)C2(C)C (centres undefined) | -1% | i | 4% | -8% | -0.3% | -1% | ? | -9% | 21%
COc1cccc(NC(=O)CCc2c(C)nc3c4cccnc4nn3c2C)c1 | 11% | ? | nt | ? | 3.2% | -37% | -8% | -12% | nt
CCN(CC)CCCN(C(=O)c1cccc(C)c1)c1nc(-c2ccc(OC)cc2)cs1 | -47% | ? | 1% | -12% | -3.0% | nt | ? | -3% | -2%
CC1=C(C#N)S(=O)(=O)C(C#N)C(c2ccccc2)C1 (centres undefined) | -8% | i | 13% | -8% | 0.2% | 7% | -23% | -4% | 5%
CCN1C(=O)[C@H]2[C@H]3CN=C(SCc4ccc(C(=O)OC)cc4)N3[C@@](C)(C(=O)OC)[C@H]2C1=O | 3% | i | 27% | 11% | -0.7% | 2% | -15% | 5% | -2%
CCN1CCc2c(sc(NC(=O)c3ccc(S(=O)(=O)N(CC)c4ccccc4)cc3)c2C(N)=O)C1 | -55% | i | 12µM* | 16µM* | 12% | -20% | 96%[activator] | 23µM* | -12%
CCOC(=O)Cc1csc(CC(N)=O)n1 | 19% | i | -1% | ? | -0.8% | nt | 1% | ? | 5%
Nc1ccc(CCC(=O)N2CCCC2)cc1 | 0% | i | -3% | ? | -0.5% | 3% | 1% | 5% | -3%
N#Cc1c(N2CCN(c3ccc(F)cc3)CC2)nc(N)c2c(N)nc3c(c12)CC(=O)N3C1CC1 | -2% | i | -8% | 5% | -0.5% | -8% | 0% | -8% | -7%
CCOC(CNc1cc(C)nc2c(-c3ccccc3OC)c(C)nn12)OCC | 3% | i | 7% | -26% | -1.0% | -12% | 0% | -3% | 6%
COc1ccc(-n2cnnc2SCC(=O)Nc2ccc(N3CCOCC3)cc2)cc1 | 2% | i | 1% | -7% | 0.6% | -1% | -6% | -2% | 7%
Cc1ccc(Nc2cnn(C34CC5CC(CC(CC(=O)O)(C5)C3)C4)c(=O)c2Cl)cc1 | 3% | i | -1% | 9% | -0.1% | 0% | 17% | -4% | 8%

Only part of the results is shown (hit frequency here may not be typical).
